EWS-Fli block = EWS/Fli-driven NR0B1 reporter inhibitors, primary screen, A673 cells, NR0B1 luciferase, luminescence, MLPCN library; viability-normalised; inhibition, % at 12.6 µM; 350,000 tested, 0.67% active; AID 651661, 2012;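 active = mean inhibition of at least 50% after viability correction, with every replicate also passing that limit; inconclusive = mean reaches 50% but only one of two replicates passes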;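 note: firefly luciferase signal divided by Alamar Blue viability fluorescence both relative to DMSO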
CASP6 VEID inh = human caspase-6 inhibitors, primary screen, biochemical, VEID-R110 fluorescence, single point, set 2 | purified caspase-6, Z-VEID-R110 cleavage fluorescence | 350,000 tested, 0.53% active | AID 686996, 2013 | inhibition, % at 12.5 µM | P55212;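 active = mean inhibition across replicates at least about 35%, with every replicate also reaching that limit, limit read from the data; inconclusive = only one of the two criteria met; inactive = neither criterion met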;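 note: 0% = median of neutral control wells and 100% = no fluorescence left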
Target sequence (P55212 24-179 limits assumed): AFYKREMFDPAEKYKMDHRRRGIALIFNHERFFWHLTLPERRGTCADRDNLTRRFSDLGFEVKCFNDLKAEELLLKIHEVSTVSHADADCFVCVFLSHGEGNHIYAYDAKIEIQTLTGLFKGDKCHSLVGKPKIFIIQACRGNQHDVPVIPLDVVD
Target sequence (P55212 194-293 limits assumed): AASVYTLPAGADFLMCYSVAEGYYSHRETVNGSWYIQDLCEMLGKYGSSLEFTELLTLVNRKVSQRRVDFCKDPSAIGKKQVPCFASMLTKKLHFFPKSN
DENV2 CPE = inhibitors of DENV2 cytopathic effect, primary screen, cell-based, plate reader, single concentration; AID 651640, 2012; CPE inhibition, % at 9.99 µM; DENV2-infected cells, cytopathic effect rescue; 350,000 tested, 1.7% active; in the data active = CPE inhibition above about 20%, passing the limit was not always enough; inconclusive = no clear call, values can overlap the other calls; tested in BHK-21 cells;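 note: 0% = median of neutral control wells and 100% = median of positive control wells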
PAX8 inh HTS = inhibitors of PAX8-driven TPO luciferase reporter, primary screen, RMG-I cells, single concentration; inhibition, % at 12.6 µM; 360,000 tested, 1.2% active; SteadyGlo, 24 h;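 active = mean replicate inhibition at least 60% with every replicate also reaching 60%; inconclusive = only one of the two criteria is met; inactive = mean below 60% and not all replicates reaching 60%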;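 note: luciferase light reporting Pax8 driven TPO promoter activity; plate controls were median of neutral control wells for no effect and mitoxantrone controls for full effect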
LGR2 antag = inhibitors of bursicon-induced LGR2 CRE-luciferase signal, primary screen, cell-based, HEK293, CRE-luciferase reporter, bursicon stimulation; Drosophila bursicon receptor LGR2 (rickets); bursicon-stimulated, 4 h; inhibition, % at 9.99 µM; 380,000 tested, 0.35% active; AID 720647, 2013;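 active = drop in luminescence signal, shown as inhibition above about 50% in the replicate tests, limit read from the data, passing the limit was not always enough; inconclusive = probably only some replicates passing the limit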;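 note: agonist challenge used bursicon conditioned medium at about half maximal strength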
SIRT5 block = SIRT5 desuccinylase inhibitors, primary screen, biochemical, fluorescence imaging, single point, set 5. Purified SirT5, succinyl-peptide AMC, trypsin-coupled fluorescence. 330,000 tested, 1.1% active. NAD-dependent protein deacylase sirtuin-5, mitochondrial (Homo sapiens), Q9NXA8. inhibition, % at 15 µM; in the data active = inhibition above about 15%; inconclusive = no clear call, values can overlap the other calls
Target sequence (Q9NXA8 whole entry, looked up): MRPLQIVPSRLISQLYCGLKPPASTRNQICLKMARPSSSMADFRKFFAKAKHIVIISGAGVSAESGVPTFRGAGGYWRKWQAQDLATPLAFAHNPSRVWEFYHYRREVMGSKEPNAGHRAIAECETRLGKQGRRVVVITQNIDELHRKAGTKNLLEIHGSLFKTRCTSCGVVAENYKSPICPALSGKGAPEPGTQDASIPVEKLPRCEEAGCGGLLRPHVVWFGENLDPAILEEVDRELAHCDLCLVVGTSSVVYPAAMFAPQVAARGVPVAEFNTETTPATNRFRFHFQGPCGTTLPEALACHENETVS
ARNT TACC3 PPI = disruptors of ARNT/TACC3 protein interaction, primary screen, biochemical, AlphaScreen, single concentration; AlphaScreen His-ARNT PAS-B/GST-TACC3 binding, luminescence; TACC3 fragment carries E629A point mutation; inhibition, % at 9.99 µM; 390,000 tested, 0.66% active;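 active = mean inhibition of replicates at least 50% and at least half of replicates each reaching 50%; inconclusive = half or more replicates reach 50% but mean below 50%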;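 note: 0% = complete ARNT plus TACC3 wells and 100% = ARNT alone without TACC3; many hits fall short of the cut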
Starred values were filed as active, the others as inactive; ? = inconclusive; · = not tested or not shown.

SMILES | EWS-Fli block | CASP6 VEID inh | DENV2 CPE | PAX8 inh HTS | LGR2 antag | SIRT5 block | ARNT TACC3 PPI
Cc1ccc2nc(CSc3nc(C)nc4c3oc3ccccc34)[nH]c2c1 | -3 | -2 | ? | 42 | 7 | · | -1
CC1(C)C(=O)OC(c2cc(Br)ccc2O)C(C)(C)C1=O (stereo not given) | · | · | · | -3 | 23 | · | 3
Cc1ccc(C(=O)NCc2ccc3c(c2)OCO3)o1 | -11 | -3 | 5 | 0 | -1 | -3 | -1
CC1(C(=O)NS(=O)(=O)c2cccc(C#N)c2)CCN1C(=O)Cc1ccc(Cl)cc1Cl (stereo not given) | 3 | 1 | 7 | -10 | -12 | · | ·
Cc1cccc(S(=O)(=O)NC(=O)C2(C)CCN2C(=O)CCC2CCCC2)c1 (stereo not given) | -2 | 0 | ? | -19 | 19 | -1 | ·
Cc1ccc(S(=O)(=O)N2CC3(O)CN(C(=O)OC(C)C)N(C(=O)OC(C)C)CC3(OC(=O)NC3CCCC3)C2)cc1 (stereo not given) | 4 | 1 | 10 | 10 | 6 | 1 | ·
O=C(C[C@@H]1CC[C@@H]2[C@H](COC[C@H](O)CN2Cc2ccc(Cl)cc2)O1)Nc1nccs1 | -1 | 1 | -4 | 6 | 3 | 0 | 9
CC(C)OC(=O)N(C)C[C@@H]1OCc2ccccc2-c2ccccc2C(=O)N([C@H](C)CO)C[C@H]1C | -4 | 2 | -3 | -26 | 9 | -7 | -3
Cc1nc2cc(C(=O)OCC(=O)Nc3cccc(Cl)c3)ccc2n1-c1ccccc1 | -9 | 0 | -2 | 1 | · | -7 | -6
O=C(N[C@@H]1CC[C@@H](CCNC(=O)C2CCC2)O[C@H]1CO)c1ccncc1 | 3 | -1 | 0 | -7 | -11 | 3 | 10
COCCn1c(N)c(N(Cc2ccccc2)C(=O)c2cc(=O)[nH]c3ccccc23)c(=O)[nH]c1=O | 4 | 2 | 5 | 4 | -4 | 0 | -3
O=C(NCC1CCCO1)c1ccc(Cn2c(=S)[nH]c3ccccc3c2=O)cc1 (stereo not given) | 3 | -2 | -1 | 6 | -18 | 4 | -3
CC(OC(=O)c1ccc(NC(N)=O)cc1)C(=O)Nc1ccc2c(c1)OCCO2 (stereo not given) | -9 | -1 | -3 | -13 | 24 | · | 0
C[C@H](NC(=O)[C@@H]1[C@@H](CO)[C@@H]2Cn3c(ccc(-c4ccccc4)c3=O)[C@H]1N2C)c1ccccc1 | -5 | 0 | -10 | · | -13 | -2 | 1
CCN(C(=O)COC(=O)c1c(C)nn(-c2ccccc2)c1Cl)c1c(N)n(Cc2ccccc2)c(=O)[nH]c1=O | 1 | 9 | 4 | 21 | -8 | -1 | -4
O=C(Nc1cc(NC(=O)c2ccccc2F)ccc1Cl)c1ccccc1 | -5 | 0 | 7 | -20 | -9 | -1 | -3
Fc1cccc(Nc2nc(N3CCOCC3)nc(N3CCOCC3)n2)c1 | 13 | 2 | -3 | 28 | 5 | -3 | 1
COc1ccc(NC(=O)N(C)C[C@H]2Oc3c(cccc3N(C)C)C(=O)N([C@H](C)CO)C[C@@H]2C)cc1 | -2 | 3 | 12 | 10 | -1 | -4 | 6
C=CCN(c1ccccc1)S(=O)(=O)c1cccc(C(=O)N2CCCC2)c1 | 5 | -115 | -1 | 13 | -1 | -4 | 0
COc1ccccc1C(=O)NC(CCSC)C(=O)NNC(=O)c1ccccc1O (stereo not given) | -12 | 1 | -7 | 31 | -12 | -2 | 23
O=C(CC[C@H]1O[C@@H](n2ccc(=O)[nH]c2=O)[C@H](O)[C@@H]1O)N[C@H](Cc1ccccc1)C(=O)NCc1ccco1 | -3 | 4 | -17 | -18 | -22 | -2 | ·
COC(=O)c1c(NC(=O)CN2C(=O)NC3(CCCCC3C)C2=O)sc2c1CCC2 (stereo not given) | -2 | 0 | -7 | 18 | -6 | -1 | 3
NS(=O)(=O)c1ccc(CCNC(=O)COC(=O)C2CCN(c3ccc(C(F)(F)F)cn3)CC2)cc1 | -15 | 3 | 6 | -4 | 3 | 0 | 2
CCOC(=O)[C@@H]1[C@H]2COc3ccccc3[C@H]2N2C(=O)N(c3cccc(C)c3)C(=O)[C@]12C | 5 | 3 | 2 | 5 | -1 | · | 1
O=C(NCC1CCCCC1)c1ccc([N+](=O)[O-])cc1 | -25 | -6 | -5 | -42 | -1 | · | -3

Next section, starting with the last three of the part before.
SMILES | EWS-Fli block | CASP6 VEID inh | DENV2 CPE | PAX8 inh HTS | LGR2 antag | SIRT5 block | ARNT TACC3 PPI
NS(=O)(=O)c1ccc(CCNC(=O)COC(=O)C2CCN(c3ccc(C(F)(F)F)cn3)CC2)cc1 | -15 | 3 | 6 | -4 | 3 | 0 | 2
CCOC(=O)[C@@H]1[C@H]2COc3ccccc3[C@H]2N2C(=O)N(c3cccc(C)c3)C(=O)[C@]12C | 5 | 3 | 2 | 5 | -1 | · | 1
O=C(NCC1CCCCC1)c1ccc([N+](=O)[O-])cc1 | -25 | -6 | -5 | -42 | -1 | · | -3
O=C(Nc1ccc(F)c(Cl)c1)C1Cc2c(-c3ccco3)ccnc2O1 (stereo not given) | 18 | 1 | -9 | 21 | -2 | -1 | ·
COC(=O)c1ccc(Oc2cc(C)nc(Cl)n2)cc1 | -13 | -3 | -1 | -10 | -10 | 1 | -4
COCC(=O)OCC(=O)Nc1cc([N+](=O)[O-])ccc1Cl | -11 | 32 | -1 | -6 | -12 | -1 | -1
CCCNC(=O)C1(C)CCN(C(=O)c2ccc3c(c2)CCO3)C1 (stereo not given) | 1 | -1 | ? | -7 | 2 | 2 | ·
CCCCCn1c(=O)[nH]c2cc(C(=O)NCCCN3CCCCC3CC)ccc2c1=O (stereo not given) | 21 | 2 | -3 | 5 | 14 | -10 | -3
O=C(CSc1nnc(NC(=O)c2cccc(F)c2)s1)NC1CC1 | -3 | -3 | -3 | -42 | 2 | -2 | -8
Cc1ccc(-c2ccc3c(c2)O[C@H](CN(C)Cc2cccc(C(=O)O)c2)[C@@H](C)CN([C@H](C)CO)S3(=O)=O)cc1 | 9 | -1 | 2 | · | 10 | 9 | -7
Cc1ccc(S(=O)(=O)NCC(=O)N2CCCC2C(=O)O)cc1 (stereo not given) | 9 | · | -3 | -10 | -1 | -3 | -37
COc1cccc(CNC(=O)c2ccc(CS(=O)(=O)Cc3ccccc3C)o2)c1 | 1 | -10 | -4 | -3 | 27 | -3 | -10
CCCC(=O)Nc1ccc2c(c1)C(=O)N(C)[C@@H]1CC[C@H](CC(=O)NCC3CC3)O[C@@H]1CO2 | -4 | -3 | 3 | 0 | 17 | -1 | -7
O=C(O)c1ccccc1C(=O)N1CCN(C(=O)c2ccccc2Cl)CC1 | 2 | -1 | 2 | -4 | 13 | 0 | 0
Cc1ccc(NC(=O)CCOc2ccccc2)cc1S(=O)(=O)Nc1ccccc1Cl | · | · | · | 10 | -9 | · | -2
O=C(NCc1ccc2c(c1)OCO2)C(C(=O)c1ccccc1)n1cc(Cl)ccc1=O (stereo not given) | -5 | -5 | ? | 85* | 0 | -7 | -8
C[C@H](CO)N1C[C@H](C)[C@@H](CN(C)CC2CC2)Oc2ccc(NS(C)(=O)=O)cc2CC1=O | 1 | -10 | -8 | -16 | 18 | -5 | -4
C=C(C)Cn1c(CNC(C)=O)nc2ccccc21 | -6 | -4 | -8 | -12 | 11 | · | -18
CCC(=O)c1ccccc1OCC(=O)Nc1c(C)cccc1C | 2 | -3 | -6 | 7 | 11 | -3 | -6
Cc1n[nH]c(=O)n1-c1ccc(C(C)C)cc1 | 3 | 4 | 1 | 2 | -11 | 2 | 8
O=C1NC(=O)/C(=C\c2ccccc2OCc2cccc([N+](=O)[O-])c2)N1 | 2 | 2 | -1 | -8 | 10 | · | -1
O=C1CCC([N+](=O)[O-])C(c2cc(Br)ccc2F)N1 (stereo not given) | 15 | -3 | 1 | 29 | -4 | -3 | 2
Cc1onc(-c2c(F)cccc2Cl)c1C(=O)NC1CC1 | · | 3 | 13 | -13 | 13 | 2 | -10
COc1cc(NC(=O)C[n+]2ccc(C(=O)c3ccccc3)cc2)cc(OC)c1 | 3 | 8 | 12 | 31 | -3 | -1 | ·
Nc1nnc(SCC(=O)Nc2ccc(S(=O)(=O)N3CCOCC3)cc2)s1 | 7 | 1 | -3 | · | · | 8 | -5
COc1ccccc1NC(=O)N1CC(=O)N2[C@H](CO)[C@@H](c3ccc(C#Cc4ccc(F)cc4)cc3)[C@H]2C1 | · | -2 | -2 | · | 22 | 8 | ·
O=C(COc1ccc(Cl)cc1Cl)NCC(=O)N/N=C/c1c[nH]c2ccccc12 | -15 | 1 | 1 | 24 | · | 7 | -3
Cc1ccc(CNC(=O)c2cc(=O)c3ccccc3o2)cc1 | -18 | 0 | -6 | -4 | -9 | -1 | -66
SMILES | EWS-Fli block | CASP6 VEID inh | DENV2 CPE | PAX8 inh HTS | LGR2 antag | SIRT5 block | ARNT TACC3 PPI
COc1cc(OC)nc(Oc2cccc(Cl)c2C)n1 | 8 | -1 | -3 | 5 | 6 | 1 | ·
Cc1cccc(C)c1NC(=O)CN1C(=O)C(C)Oc2ccccc21 (stereo not given) | 19 | 2 | -9 | 2 | · | -3 | -15
CSc1ccc(CN2CCC(C(=O)NCc3ccc(C)cc3)CC2)cc1 | -4 | -3 | 5 | 12 | 11 | -1 | -4
O=C(NC1CC1)c1ccc(CSCc2ccc(Cl)cc2)o1 | -3 | -10 | -2 | 6 | -23 | · | ·
C/C=C/c1ccccc1[C@H]1[C@@H](C#N)N(C(C)=O)[C@@H]1CO | 11 | -1 | 1 | · | -27 | 7 | ·
CCN(C(=O)c1cc(Cl)ccc1Cl)C1CCS(=O)(=O)C1 (stereo not given) | -7 | -1 | 7 | 3 | 13 | -6 | 1
COc1ccc(/C=C/c2noc(-c3ccccc3OC(C)=O)n2)cc1 | 7 | -2 | 13 | -51 | 12 | -7 | -3
COc1ccc2c3c([nH]c2c1)[C@@H](CO)NCC31CCN(C(=O)c2ccccc2)CC1 | -8 | 1 | -6 | · | -15 | -10 | ·
CCC(=O)c1ccc(OCC(=O)OCC(=O)N(CCC#N)c2ccc3c(c2)OCCO3)cc1 | -5 | -3 | ? | -1 | 27 | -2 | ·

Five entries drawn at random from the list so far:
SMILES | EWS-Fli block | CASP6 VEID inh | DENV2 CPE | PAX8 inh HTS | LGR2 antag | SIRT5 block | ARNT TACC3 PPI
O=C(C[C@@H]1CC[C@@H]2[C@H](COC[C@H](O)CN2Cc2ccc(Cl)cc2)O1)Nc1nccs1 | -1 | 1 | -4 | 6 | 3 | 0 | 9
O=C(N[C@@H]1CC[C@@H](CCNC(=O)C2CCC2)O[C@H]1CO)c1ccncc1 | 3 | -1 | 0 | -7 | -11 | 3 | 10
O=C(O)c1ccccc1C(=O)N1CCN(C(=O)c2ccccc2Cl)CC1 | 2 | -1 | 2 | -4 | 13 | 0 | 0
Cc1ccc(NC(=O)CCOc2ccccc2)cc1S(=O)(=O)Nc1ccccc1Cl | · | · | · | 10 | -9 | · | -2
Cc1ccc(S(=O)(=O)N2CC3(O)CN(C(=O)OC(C)C)N(C(=O)OC(C)C)CC3(OC(=O)NC3CCCC3)C2)cc1 (stereo not given) | 4 | 1 | 10 | 10 | 6 | 1 | ·

Screening results as filed in PubChem.
